# Pin1 inhibitor = blocks the human prolyl isomerase Pin1 | Q13526 | Pin1 FP peptide displacement, HiFluor488, 10 min | Potency, µM (series often up to 115 µM), without a hit: at the top dose activity, negative = inhibition, hits mostly inhibitors | 390,000 tested, 0.009% active; active = well fitted inhibition curve with a large enough effect in the polarisation, with a control signal flat, not every such curve was filed as active; inconclusive = small, poorly fitted or top-dose-only effect, or effect the other way, or a change in a side signal; inactive = no such curve, though single readings can be large or run the other way; the % refers to the polarisation; note: potency is the fitted concentration of half-maximal effect; % is set by controls: 0 for no effect and ±100 for the full control effect
# Target sequence (Q13526 whole entry, looked up): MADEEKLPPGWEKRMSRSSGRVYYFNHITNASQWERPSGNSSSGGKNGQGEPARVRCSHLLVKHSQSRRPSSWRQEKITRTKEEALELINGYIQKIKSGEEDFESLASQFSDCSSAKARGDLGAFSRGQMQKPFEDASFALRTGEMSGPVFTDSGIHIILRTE
# ERG-DNA inh = ERG Ets/DNA interaction inhibition; P11308; fluorescence polarization, His-ERG Ets domain / labelled DNA; Potency, µM (titrated, usually from 76.9 µM), for the others: top-dose FP activity, negative = inhibition, usual class: inhibitors; 370,000 tested, 0.028% active; AID 624246; active = well fitted inhibition curve with a large enough effect in the polarisation, with a control signal flat; inconclusive = small, poorly fitted or top-dose-only effect, or effect the other way, or a change in a side signal; inactive = no such curve, though single readings can be large or run the other way; the % refers to the polarisation;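 note: polarization taken with two DNA probes labelled with fluorescein and Texas red; potency is the fitted concentration of half-maximal effect; % of control where 0% means no effect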
#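 His-tagged ERG Ets domain (1 uM in the protein solution; 300mM KCl, 50mM Tris-HCl, 1mM EDTA, 1mM DTT, pH 7.5) received compound, then a probe mix of 5 nM fluorescein-DNA and 100nM Texas-615-DNA. Fluorescence polarization was read for both dyes.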
# GLS inh = glutaminase GLS (human) inhibition. O94925. GLS enzymatic activity, qHTS titration. Potency, µM (titrated, usually from 45.5 µM), for inactives: at the highest dose activity change, negative = inhibition, usual class: inhibitors. 410,000 tested, 0.21% active. AID 624170; note: potency is the fitted concentration of half-maximal effect; % is set by controls: 0 for no effect and ±100 for the full control effect
#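 Assay buffer: 45 mM KH2PO4 pH 8.2, 0.02% Tween-20. hKGA acts on L-glutamine (1 mM solution added); product glutamate is reported by an oxidase/peroxidase Amplex Red coupling, with fluorescence taken at baseline and 30 min.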
# G9a block = G9a (human) methyltransferase inhibition | Q96KQ7 | G9a H3K9 monomethylation, AlphaScreen, 2 h | Potency, µM (top dose mostly 102 µM), inactives show top-dose activity, negative = inhibition, hits mostly inhibitors | 350,000 tested, 8.8% active; note: potency is the fitted concentration of half-maximal effect; % is set by controls: 0 for no effect and ±100 for the full control effect; nearly all actives have a fitted effect of over 75% in size
#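 Compounds were preincubated with 20 nM G9a for 15 min, after which biotinylated H3K9 peptide (500 nM) and SAM (20 uM) started a 2 h room-temperature reaction. Monomethylated product was quantified by antibody-based AlphaScreen chemiluminescence.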
# PI4K2A inh = inhibitors of human PI4K2A | Q9BTU6 | purified PI4K2A, ADP-Glo luminescence, 1 h; active compounds read low | activity change, negative = inhibition, % at 76.9 µM | 420,000 tested, 0.13% active | AID 1346378; in the data active = activity change below about -50%; inconclusive = mostly about -30% to -49%;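 note: -100% = wells without enzyme as full effect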
# Target sequence (Q9BTU6 whole entry, looked up): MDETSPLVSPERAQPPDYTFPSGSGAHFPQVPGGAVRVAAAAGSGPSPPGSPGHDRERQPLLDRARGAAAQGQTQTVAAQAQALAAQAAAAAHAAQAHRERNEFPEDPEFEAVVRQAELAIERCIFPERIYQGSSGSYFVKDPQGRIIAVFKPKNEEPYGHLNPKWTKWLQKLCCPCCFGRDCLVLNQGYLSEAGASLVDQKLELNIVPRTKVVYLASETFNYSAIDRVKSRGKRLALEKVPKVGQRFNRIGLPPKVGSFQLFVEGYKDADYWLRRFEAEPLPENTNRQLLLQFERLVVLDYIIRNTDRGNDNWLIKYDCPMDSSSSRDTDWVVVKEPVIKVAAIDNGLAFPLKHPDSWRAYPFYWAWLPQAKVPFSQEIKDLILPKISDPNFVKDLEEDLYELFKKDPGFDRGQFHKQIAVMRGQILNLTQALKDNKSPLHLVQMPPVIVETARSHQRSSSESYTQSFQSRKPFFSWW
#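 Compounds are screened against recombinant PI4K2A using PI as substrate and ATP, the latter dispensed at 300 microM. Reactions run one hour at ambient temperature before ADP-Glo detection; full inhibition defined by wells lacking enzyme.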
# HP1b binding inh = blocks HP1-beta chromodomain binding to methylated histone tails; AlphaScreen HP1-beta / biotin-H3K9me3 peptide binding; Potency, µM (doses to about 114 µM), for inactives: top-dose activity change, negative = inhibition, actives largely listed as inhibitors; 390,000 tested, 0.56% active; P83916; note: potency is the fitted concentration of half-maximal effect; nearly all actives have a fitted effect of over 70% in size; inactives centre near 23
# Target sequence (P83916 whole entry, looked up): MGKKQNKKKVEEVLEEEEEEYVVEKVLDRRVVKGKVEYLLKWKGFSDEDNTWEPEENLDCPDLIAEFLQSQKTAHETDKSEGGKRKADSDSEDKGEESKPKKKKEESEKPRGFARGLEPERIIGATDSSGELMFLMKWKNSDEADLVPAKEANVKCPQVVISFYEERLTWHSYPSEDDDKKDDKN
#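 AlphaScreen: HP1-beta (50 nM) preformed 30 min with biotin-H3(1-18)K9me3 peptide (50 nM) in PBS pH 7.4, 0.01% Tween-20. Compound added for 30 min at RT, then streptavidin donor/nickel chelate acceptor beads (10 ug/mL) for 30 min.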
# BAZ2B block = blocks human BAZ2B; Potency, µM (top dose mostly 114 µM), for the others: at the highest dose activity change, negative = inhibition, usual class: inhibitors; Q9UIF8; 360,000 tested, 4.4% active; AlphaScreen BAZ2B-H3K14Ac peptide displacement; AID 504333; note: potency is the fitted concentration of half-maximal effect; % is set by controls: 0 for no effect and ±100 for the full control effect; nearly all actives have a fitted effect of over 60% in size
#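 BAZ2B 50 nM plus b-H3(5-23)K14Ac 50 nM, PBS pH 7.4/0.01% Tween-20, 30 min RT; compound added (max 110 uM), 30 min RT; streptavidin donor/Ni-chelate acceptor beads 10 ug/mL final, 20 min dark; AlphaScreen read.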
# PGK inhibitor = inhibitors of T. brucei phosphoglycerate kinase; PGK/GAPDH coupled, Kinase-Glo luminescence, 60 min; Potency, µM (titrated, usually from 57.5 µM), for the others: at the highest dose activity change, negative = inhibition, actives largely listed as inhibitors; 380,000 tested, 0.043% active; AID 602233; note: potency is the fitted concentration of half-maximal effect; % is set by controls: 0 for no effect and ±100 for the full control effect; nearly all actives have a fitted effect of over 60% in size
#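 Recombinant glycosomal PGK reaction used 1,3-bisphosphoglycerate generated in-well by GAPDH (100nM final) in 100mM TEA pH 7.6, 5mM MgCl2, 0.01% Tween-20. After 60 minutes at room temperature, ATP was read by Kinase-Glo Plus luminescence end-point.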
# JMJD2A Tudor = inhibitors of human JMJD2A Tudor domain; AlphaScreen JMJD2A-Tudor / H3K4me3 peptide binding; Potency, µM (titrated, usually from 114 µM), for the others: at the highest dose activity change, negative = inhibition, actives largely listed as inhibitors; 390,000 tested, 4.4% active; note: potency is the fitted concentration of half-maximal effect; % is set by controls: 0 for no effect and ±100 for the full control effect; nearly all actives have a fitted effect of over 50% in size
# Active calls of the source: *; i = inactive; ? = inconclusive; / = not tested or not shown; & = joins results of further samples; [ ] = another dose, or the depositor's remark. Unless noted, calls come from the whole dose curve; as a rule, active = well fitted curve in the direction sought with a large enough effect; inconclusive = small, poorly fitted or top-dose-only effect, or another doubt; inactive = no such curve, though single readings can be large; an effect the other way counts as inactive or inconclusive. No enrichment for hits. Share with any hit: about 11%.
SMILES	Pin1 inhibitor	ERG-DNA inh	GLS inh	G9a block	PI4K2A inh	HP1b binding inh	BAZ2B block	PGK inhibitor	JMJD2A Tudor
COc1cccc(OCCc2c(C)n[nH]c2C)c1	9%	5%	-1%	-28%[12.7 µM]	2	72%[activator]	-4%	-2%	-19%
Cc1ccc(-n2ncc3c2CCCC3NC(=O)c2csnn2)cc1C (stereo unspecified)	-2%	-1%	-6%	-23%	-2	30%	?	-4%	-15%
O=C(Nc1ccc(Cl)cc1)Nc1nnc(-c2ccncc2)s1	9%	7%	4%	15%[59 µM]	6	19%	-9%	7%	-20%
CC[N+](CC)(CC(=O)Nc1c(C)cccc1C)Cc1ccccc1	-4%	-23%	-1%&-7%	2%[21.5 µM]	1&0	37%	/	-8%	3%
COc1ccccc1CNCc1cc(=O)oc2c(C)c(C)ccc12	-14%	1%	2%	-10%	0	2%	8%	3%	-10%
COc1ccc2[nH]c3nc(SCc4nnc(-c5ccccc5)o4)nnc3c2c1	?	5%	-3%	4%[59 µM]	-11	22%	1%	-5%	-15%
Cc1ccc2c(c1)-c1onc(C(=O)N3CCN(c4cc(Cl)ccc4C)CC3)c1CO2	-1%	-1%	-1%	7%[59 µM]	1	8%	2%	2%	-24%
CC(C(=O)N1CCc2ccccc21)N1CCN(Cc2ccccc2)CC1 (stereo unspecified)	1%	5%	2%	-31%	-1	22%	-4%	/	-24%
COc1ccc(/C=C/C(=O)OCc2cc(=O)n3c(n2)sc2ccccc23)cc1	?	7%	-1%	-14%	-4	43%[activator]	-1%	-9%	-8%
CCCCn1c(-c2csc3ccccc23)n[nH]c1=S	-2%	-10%	-20%	1.4µM*	0	22%	-2%	-8%	?
CCc1ccccc1NC(=O)c1nc2nc(C)cc(C(F)F)n2n1	-2%	-13%	-4%	11%[59 µM]	-10	28%	-1%	-4%	2%
CCCS(=O)(=O)c1ccc(COC(=O)c2ccc(NC(C)=O)cc2)cc1	0%	-2%	11%	-7%	4	28%	?	-12%	-2%
CN1CCN(C(=O)c2cnn(-c3ccc(F)cc3F)c2C2CCN(C(=O)OC(C)(C)C)CC2)CC1	1%	-3%	0%	-6%[59 µM]	2	21%	7%[57.1 µM]	11%	-7%
CC1CCCCN1c1ncnc2ccccc12 (stereo unspecified)	5%	/	-2%	-3%[59 µM]	-2	18%	-7%	-9%	-13%
C=CCOc1ccc(/C(CC)=N/O)cc1OC	-1%	-3%	1%	0%	-2	21%	-1%	-8%	19%
O=S(=O)(c1ccc(F)cc1)N(Cc1nc(-c2ccccc2)no1)C1CCCCC1	4%	2%	3%	34%[59 µM]	2	47%[activator]	7%	i	20%
Cc1cccc(N(CC(=O)NCc2ccco2)C(=O)CCC(=O)Nc2ccccn2)c1C	-1%	-1%	10%	17%	-2	-14%	-32%	-1%	-22%
Cc1ccc(CNC(=O)COC(=O)CN2C(=O)C3CC=CCC3C2=O)cc1 (stereo unspecified)	-4%	-3%	-3%	/	-2	37%[activator]	/	-8%	-1%
CSc1nc(N)nc2c1ncn2CC(=O)N1CCN(c2ccccn2)CC1	-2%	-8%	9%	/	0	26%	/	8%	-17%
O=C(Nc1ccc(N2CCOCC2)c(Cl)c1)C1CCCCC1	-12%	-3%	1%	-22%[59 µM]	0	30%	-23%	-8%	0%
COc1ccc(OC)c(NC(=O)[C@H]2CC=CC[C@H]2C(=O)O)c1	5%	-3%	-8%	4%[12.7 µM]	10	7%	-26%	1%	2%
CCn1c(SCC(=O)Nc2cccc(NC(=O)c3cccs3)c2)nnc1-c1ccncc1	-4%	-10%	9%	-36%	1	42%	2%	-4%	-19%
O=C(CS(=O)(=O)c1ccccc1)Nc1ccc(N2CCOCC2)cc1	0%	15%	-9%	-13%[59 µM]	2	13%	-4%	i	-19%
CCOC(=O)C1CCCN(C(=O)Cn2ncc3c(C)n(Cc4ccccc4F)c(C)c3c2=O)C1 (stereo unspecified)	5%	1%	0%	-29%[59 µM]	2	10%	?	1%	-27%
CC(C)(C)Nc1nc(Oc2ccc(=O)n(-c3ccccc3)n2)nc(N2CCOCC2)n1	-7%	-14%	7%	-43%	3	5%	9%	-4%	-11%
CC(C)OCCCNC(=O)CCCC(=O)Nc1ccc(OCCc2ccccc2)cc1	0%	6%	-2%	/	1	61%[activator]	30%[activator]	-1%	-26%
Cc1nn(-c2cccc(Cl)c2)c(Cl)c1/C=N/NC(=O)c1cccnc1	2%	1%	0%	-24%[59 µM]	-3	14%	-37%	-6%	-17%
Cc1cc(C)c(C#N)c(Cl)n1	3%	1%	1%	-1%[59 µM]	-7	15%	1%	-7%	1%
Cc1cc(O)c(C(=O)/C=C/c2ccccc2)c(=O)o1	?	26%	6%	?	5	-10%	-28%	-10%	-32%
Cc1ccc(C(=O)N(Nc2nc3ccccc3s2)C(=O)c2ccc(C)cc2)cc1	11%	8%	0%	55%[activator][59 µM]	4	13%	2%	0%	-8%
O=C1CC(N2CCN(c3ccccn3)CC2)C(=O)N1c1ccc(F)cc1 (stereo unspecified)	-1%	-7%	-7%	15%	2	49%[activator]	/	-3%	-1%[11.4 µM]
CC12CCC(C(=O)Nc3cc(Cl)ccc3Cl)(C/C1=N\O)C2(C)C (stereo unspecified)	-2%	-3%	7%	-3%[12.7 µM]	0	13%	6%	1%	-20%
CCCOc1ccc(/C(O)=C2/C(=O)C(=O)N(CCN(C)C)C2c2ccc(OC)c(OC)c2)cc1 (stereo unspecified)	-10%	1%	10%	10µM*	2	23%	79µM*	-9%	-25%
N#Cc1cc2c([nH]c1=O)CCCC2	0%	-17%	-12%	-13%[59 µM]	5	48%[activator]	-6%	-7%	3%
C/C(CC(=O)Nc1c(C)cc(C)cc1C)=N\NC(=O)c1cnccn1	-4%	8%	17%	17%[59 µM]	1	46%[activator]	-12%	-2%	-5%
COc1cc(NS(=O)(=O)c2ccccc2)ccc1-n1nc(C)cc1C	3%	4%	9%	8%[59 µM]	-6	34%	-5%	-1%	-8%
COC(=O)CC1SC(=O)NC1=Nc1ccc(OC)cc1 (stereo unspecified)	0%	-3%	-8%	?	-2	39%	-6%	4%	1%
Cc1ccc(S(=O)(=O)N2CCN(C(=O)c3cc4c(C)nn(-c5ccccc5)c4s3)CC2)cc1	2%	2%	5%	25%[12.7 µM]	-3	3%	-4%	-2%	-17%
CC(=O)Nc1ccc(NC(=O)CCS(=O)(=O)c2ccc3c(c2)oc(=O)n3C)cc1	-3%	-14%	-7%	/	-1	48%[activator]	-15%	-2%	-7%
O=C(Nc1ccccc1F)C1CCCN1S(=O)(=O)c1cccc2nsnc12 (stereo unspecified)	-1%	7%	2%	40%	-1	33%	-14%	-7%	-19%
Cc1cccnc1Nc1nc(-c2ccccc2)cs1	-1%	-2%	1%	40µM*	-10	8%	-21%	0%	-15%
O=C(O)CCCC(=O)NNC(=O)c1cccc(Br)c1	1%	38%[activator]	-2%	-43%	2	25%	-16%	-4%	0%
COc1cccc(NC(=O)C(=O)NCCc2sc(-c3cccc(C)c3)nc2C)c1	1%	0%	-8%	9%[59 µM]	-8	14%[57 µM]	5%	3%	-8%
Cc1cc(Cl)c(OCCOCCN2CCN(C)CC2)c(Br)c1	-17%	19%	4%	?	7	?	50µM*	-9%	7.9µM*
CN(C(=O)COC(=O)c1ccccc1C(=O)N1CCN(c2ccccc2)CC1)c1ccccc1	-15%	-2%	-14%	1%	-6	46%[activator]	-8%	-4%	-13%
OCC1CCN(Cc2nc(Cc3ccccc3Cl)no2)CC1	-2%	5%	5%	-8%	2	33%	-1%	-5%	-17%
Cc1ccc(-c2csc(Cc3nc(-c4ccc5c(c4)CCC(=O)N5)cs3)n2)cc1	7%	-14%	25%	?	-6	-19%	-23%	-7%	-30%
Cc1nn(CCO)c2nc(-c3cccs3)cc(C(F)(F)F)c12	-11%	9%	0%	21%[59 µM]	3	28%	0%	3%	0%
CC(C)(C)C(=O)Cn1c(=O)n(-c2ccc(Cl)c(Cl)c2)c(=O)c2c3c(sc21)CCCC3	9%	13%	6%	-44%[59 µM]	-10	22%	-15%	7%	-14%
CC(C)NC(=O)CSc1nnc(C2CC2)n1-c1ccccc1	-4%	-11%	8%	/	1	20%	2%	3%	1%

# Next part
SMILES	Pin1 inhibitor	ERG-DNA inh	GLS inh	G9a block	PI4K2A inh	HP1b binding inh	BAZ2B block	PGK inhibitor	JMJD2A Tudor
COc1cccc(Cn2c(=O)c3ccccc3n3nc(C)cc23)c1	-7%	4%	-2%	12%	7	43%	14%	-8%	-7%
CCOc1ccc(NC(=O)CN2C(=O)COc3ccc(Cl)cc32)cc1	0%	3%	-9%	15%	-5	39%[activator]	11%	i	-11%
COc1cc(C)c(NC(=O)C2CCN(S(=O)(=O)c3cccs3)CC2)cc1OC	1%	7%	1%	?	1	18%	3%	6%	-26%
Cc1cc(OC(C)C(=O)N2C[C@H]3C[C@@H](C2)c2cccc(=O)n2C3)c2c(C)c(C)c(=O)oc2c1 (stereo partly specified)	0%	4%	0%	/	-1	18%	6%	-8%	-17%

# Source: PubChem (National Center for Advancing Translational Sciences (NCATS))
